Screens: PubChem BioAssay, Broad Institute
PGC1a acetyl inh = lowers PGC1a acetylation signal in U2OS cells; AlphaScreen anti-acetyl-lysine; with virally co-expressed GCN5 acetyltransferase; inhibition, % at 15.6 µM; actives 0.17% (n = 350,000); AID 651687;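 active means every replicate shows inhibition of at least 40%; inconclusive means mean inhibition at least 40% but some replicate below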;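 further: 0% = neutral control wells and 100% = positive control wells; some results beyond the cut were filed as inactive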
PAX8 reporter = PAX8 transcriptional activity inhibition; RMG-I TPO-luciferase reporter, SteadyGlo, 24 h; inhibition, % at 12.6 µM; actives 1.2% (n = 360,000); AID 652154;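 active means mean replicate inhibition at least 60% with every replicate also reaching 60%; inconclusive means only one of the two criteria is met; inactive means mean below 60% and not all replicates reaching 60%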;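 further: luciferase light reporting Pax8 driven TPO promoter activity; plate controls were median of neutral control wells for no effect and mitoxantrone controls for full effect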
Casp6 inh = blocks human caspase-6 cleavage activity. purified caspase-6, Z-VEID-R110 cleavage fluorescence. P55212. actives 0.53% (n = 350,000). inhibition, % at 12.5 µM;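 active means mean inhibition across replicates at least about 35%, with every replicate also reaching that limit, limit read from the data; inconclusive means only one of the two criteria met; inactive means neither criterion met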;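 further: 0% = median of neutral control wells and 100% = no fluorescence left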
Target sequence (P55212 24-179 limits assumed): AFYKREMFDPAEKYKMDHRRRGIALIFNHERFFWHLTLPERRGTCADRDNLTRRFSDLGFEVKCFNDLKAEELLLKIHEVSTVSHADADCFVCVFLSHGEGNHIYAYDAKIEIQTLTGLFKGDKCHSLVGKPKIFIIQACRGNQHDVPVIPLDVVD
Target sequence (P55212 194-293 limits assumed): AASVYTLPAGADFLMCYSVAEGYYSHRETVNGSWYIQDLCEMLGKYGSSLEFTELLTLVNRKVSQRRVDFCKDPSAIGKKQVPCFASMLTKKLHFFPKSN
FN deposition inh = fibronectin deposition inhibition; AID 743247; actives 0.086% (n = 350,000); AH1F fibroblasts, Alexa488-fibronectin deposition fluorescence, overnight; inhibition, % at 12.6 µM;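 active means mean inhibition across replicates of 30% or more, regardless of how many single replicates reach that level; inconclusive means mean under 30% yet at least half of replicates reach 30%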;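 further: positive control wells lacked labelled fibronectin entirely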
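Material – AH1F fibroblast monolayer, labelled fibronectin deposition · Reagent – labelled fibronectin 24 nM · Timing – 1 h adhesion, overnight exposure · Measured by – fluorescence at 485 nm excitation, 525 nm emission · Read-out – inhibition of fibronectin deposition signal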
miR-122 sensor = miR-122 inhibition in Huh7 cells; Huh7 miR-122 Renilla luciferase sensor, 48 h; neutral wells = 0, positive control = 100; activation (reporter increase), % at 12.5 µM; actives 0.3% (n = 340,000);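 active means mean replicate activation score at least 90 and every replicate individually at or above 90; inconclusive means only one of the two criteria met; inactive means neither criterion met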;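 further: higher luciferase means less miR-122 activity so hits act as miR-122 inhibitors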
LGR2 antag = Drosophila LGR2 receptor signaling inhibition. HEK293 LGR2, CRE-luciferase, bursicon-stimulated, 4 h. inhibition, % at 9.99 µM. actives 0.35% (n = 380,000). AID 720647;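 active means drop in luminescence signal, shown as inhibition above about 50% in the replicate tests, limit read from the data, passing the limit was not always enough; inconclusive means probably only some replicates passing the limit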;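 further: agonist challenge used bursicon conditioned medium at about half maximal strength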
EWS-Fli inh = EWS/Fli transcriptional activity inhibition; A673 NR0B1-luciferase reporter, viability-normalised; inhibition, % at 12.6 µM; actives 0.67% (n = 350,000); AID 651661;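 active means mean inhibition of at least 50% after viability correction, with every replicate also passing that limit; inconclusive means mean reaches 50% but only one of two replicates passes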;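 further: firefly luciferase signal divided by Alamar Blue viability fluorescence both relative to DMSO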
Cneo AK release = Cryptococcus neoformans lysis via adenylate kinase release; C. neoformans lysis, adenylate kinase release luminescence, 4 h; normalised: neutral wells 0, clomiphene wells 100; lysis activity, % at 15 µM; actives 0.2% (n = 360,000); AID 651654;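 active means mean lysis activity across replicates of at least 80%, whatever share of replicates individually reach that level; inactive means mean lysis activity below 80%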
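Material: C. neoformans cells; Schedule: 4 h static compound exposure, 37 °C, read 1 h post-reagent; Measured by: adenylate kinase release luminescence; Read-out: signal increase indicating cell lysis; Controls: Clomiphene as positive lysis control.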
* marks the source's active call; other numbers are inactive results; ? = inconclusive; / = no result given; [ ] = dose if it differs, or a comment.

Sequence of screens – PGC1a acetyl inh, PAX8 reporter, Casp6 inh, FN deposition inh, miR-122 sensor, LGR2 antag, EWS-Fli inh, Cneo AK release
> COc1ccc(S(=O)(=O)N2CCCCCC2)cc1
 : 2, 3, /, /, 0, /, /, -1
> CC(=O)Nc1cccc(Oc2ccc3c(c2)C(=O)NC3=O)c1
 : 10, -81, 0, -14, -1, -21, -19, -10
> O=C(NNC(=O)c1ccccc1-n1cccc1)c1cncc(Br)c1
 : -4, 1, 1, -8, 0, -1, 3, 1
> Cc1ccc(S(=O)(=O)N(C)C[C@H]2Oc3c(NC(=O)C4CCOCC4)cccc3C(=O)N([C@@H](C)CO)C[C@H]2C)cc1
 : -1, -8, 1, /, -7[16.7 µM], 4, -3, 4
> C/C(=N\Nc1cccc2cccnc12)c1ccc(N)cc1
 : /, 4, 2, -9, 1, -37, -85, /
> Cc1noc(C)c1COc1ccc(C(=O)OCC(=O)NC(=O)C2COc3ccccc3O2)cc1 (stereo unspecified)
 : 0, /, /, /, 7, 6, /, -1
> C=CCN(CC=C)CCOc1ccccc1
 : /, 8, -12, 0, /, -7, 3, /
> Oc1ccc(Cl)cc1CNCc1ccc(F)c(F)c1
 : -3, -28, -16, 10, -4, -33, -14, -7
> C[C@@H]1CCCCO[C@H](CN(C)S(=O)(=O)c2ccc(F)cc2)[C@H](C)CN([C@@H](C)CO)C(=O)c2cc(NC(=O)Nc3ccc(F)cc3)ccc2O1
 : -2, 43, /, -1, -4[16.7 µM], 11, -4, 2
> COc1cccc(NC(=S)N(CCC(C)C)C(C)c2ccncc2)c1 (stereo unspecified)
 : 6, -20, 2, -10, -3, -4, -8, 0

A stretch from the list above:
Sequence of screens – PGC1a acetyl inh, PAX8 reporter, Casp6 inh, FN deposition inh, miR-122 sensor, LGR2 antag, EWS-Fli inh, Cneo AK release
> COc1ccc(S(=O)(=O)N2CCCCCC2)cc1
 : 2, 3, /, /, 0, /, /, -1
> CC(=O)Nc1cccc(Oc2ccc3c(c2)C(=O)NC3=O)c1
 : 10, -81, 0, -14, -1, -21, -19, -10
> O=C(NNC(=O)c1ccccc1-n1cccc1)c1cncc(Br)c1
 : -4, 1, 1, -8, 0, -1, 3, 1
> Cc1ccc(S(=O)(=O)N(C)C[C@H]2Oc3c(NC(=O)C4CCOCC4)cccc3C(=O)N([C@@H](C)CO)C[C@H]2C)cc1
 : -1, -8, 1, /, -7[16.7 µM], 4, -3, 4
> C/C(=N\Nc1cccc2cccnc12)c1ccc(N)cc1
 : /, 4, 2, -9, 1, -37, -85, /
> Cc1noc(C)c1COc1ccc(C(=O)OCC(=O)NC(=O)C2COc3ccccc3O2)cc1 (stereo unspecified)
 : 0, /, /, /, 7, 6, /, -1
> C=CCN(CC=C)CCOc1ccccc1
 : /, 8, -12, 0, /, -7, 3, /
> Oc1ccc(Cl)cc1CNCc1ccc(F)c(F)c1
 : -3, -28, -16, 10, -4, -33, -14, -7
> C[C@@H]1CCCCO[C@H](CN(C)S(=O)(=O)c2ccc(F)cc2)[C@H](C)CN([C@@H](C)CO)C(=O)c2cc(NC(=O)Nc3ccc(F)cc3)ccc2O1
 : -2, 43, /, -1, -4[16.7 µM], 11, -4, 2
> COc1cccc(NC(=S)N(CCC(C)C)C(C)c2ccncc2)c1 (stereo unspecified)
 : 6, -20, 2, -10, -3, -4, -8, 0

(more compounds)
Sequence of screens – PGC1a acetyl inh, PAX8 reporter, Casp6 inh, FN deposition inh, miR-122 sensor, LGR2 antag, EWS-Fli inh, Cneo AK release
> CCCc1ncc(CN2CCCCC2C(=O)Nc2ccc(Oc3ccccc3)nc2)cn1 (stereo unspecified)
 : 0, 9, -1, -7, -3, 22, -4, 0
> Nc1ccn([C@@H]2O[C@H](C(=O)N[C@H](Cc3ccccc3)C(=O)N3CCN(CC(=O)N4CCCC4)CC3)[C@@H](O)[C@H]2O)c(=O)n1
 : /, -14, 0, 1, /, -9, 14, /
> S=C(NC1CCCCC1)N1CCOCC1
 : /, 18, 2, 0, /, 9, -8, /
> COc1ccc(CNC(=O)C2CCC(CNS(=O)(=O)c3cccc4nsnc34)CC2)cc1 (stereo unspecified)
 : -4, -1, -2, 1, -6, -2, 0, -1
> Cc1noc(C)c1NC(=O)N(C)C[C@@H]1OCCCC[C@H](C)Oc2ccc(NS(=O)(=O)c3cn(C)cn3)cc2C(=O)N([C@@H](C)CO)C[C@H]1C
 : -6, -6, /, /, -4[16.7 µM], 1, -9, 0
> O=C(/C=C/c1cccs1)Nc1cccnc1
 : /, -150, 0, 1, /, -30, -104, /
> CCOC(=O)N1CCN(c2cc3[nH]c(=S)[nH]c3cc2F)CC1
 : 0, /, /, 2, -23, 1, /, -4
> CCn1nnnc1Oc1ccc(Cl)cc1
 : 12, /, /, /, 3, -3, /, -1
> COC(=O)C1=CN(c2cccc(C(F)(F)F)c2)C=C(C(=O)OC)C1c1ccc(O)c(OC)c1
 : -38, 18, -1, 5, 5, 7, 14, 1
> C=CCN(c1ccc(F)cc1)S(=O)(=O)c1cc(C(=O)NC2CCC(O)CC2)ccc1Cl (stereo unspecified)
 : -7, 4, 0, 1, 3, -4, 3, 2

(more compounds)
Sequence of screens – PGC1a acetyl inh, PAX8 reporter, Casp6 inh, FN deposition inh, miR-122 sensor, LGR2 antag, EWS-Fli inh, Cneo AK release
> NC(=O)c1cnn2c(C(F)(F)F)cc(-c3ccc(F)cc3)nc12
 : 8, -9, /, -1, -1, /, /, 3
> CCOC(=O)C1=C(C(=O)OCC)C2N(Cc3ccc(C#N)cc3)c3ccccc3[C@@]23C[C@@H](C(=O)OC)N(S(=O)(=O)c2ccccc2C)C3=N1 (stereo partly specified)
 : /, -8, -1, 4, /, -9, -6, /
> O=C(COc1ccccc1)Nc1nonc1NC(=O)COc1ccccc1
 : /, /, 1, /, -1, -11, /, -1
> O=C(Nc1ccc(S(=O)(=O)Nc2nccs2)cc1)c1cnc(Cl)c(Cl)c1
 : /, 5, -8, -5, /, 7, -21, /
> CCC(=O)N(C)C[C@H]1Oc2cc(C#CC(C)C)ccc2S(=O)(=O)N([C@H](C)CO)C[C@H]1C
 : 4, /, -2, /, -15[16.7 µM], 3, 4, 6
> O=c1c(Cc2ccc(Cl)cc2Cl)c(O)ccn1CCCN1CCOCC1
 : 10, 16, -2, 5, 4, 5, 8, /
> COc1cccc(S(=O)(=O)N[C@@H]2C=C[C@H](CC(=O)NCc3ccccc3)O[C@H]2CO)c1
 : -3, -2, -2, /, /, 6, -3, -1
> Cc1cc(C)nc(SCC(=O)N(C)CC(=O)Nc2ccccc2Br)n1
 : -3, -3, -1, -6, -1, -2, -2, 2
> Cc1noc(C)c1S(=O)(=O)Nc1ccc2c(c1)C(=O)N([C@H](C)CO)C[C@H](C)[C@H](CN(C)C(=O)Nc1ccc(F)cc1)O2
 : 2, 15, /, -16, 5[16.7 µM], -15, 9, /
> CCc1nc(CN2CCCC(C(=O)Nc3ccc(-c4cccc(OC)c4)cc3)C2)c(C)[nH]1 (stereo unspecified)
 : /, -19, -17, 1, -3, -11, -14, 1

(listing goes on)
Sequence of screens – PGC1a acetyl inh, PAX8 reporter, Casp6 inh, FN deposition inh, miR-122 sensor, LGR2 antag, EWS-Fli inh, Cneo AK release
> CC(C)(C)S(=O)N1Cc2cc(C(=O)O)nc(-c3cccc(-c4cc5ccccc5o4)c3)c2[C@H]1CCO (stereo partly specified)
 : 7, -10, 36*, -10, -1, -8, 5, -1
> Nc1cc(=O)[nH]c(SCC(=O)Nc2cccnc2Cl)n1
 : -25, 10, -2, 4, -2, -3, 2, -1
> O=C(COC(=O)Cc1ccccc1[N+](=O)[O-])NCc1ccc(Cl)cc1
 : /, -8, -3, 0, /, 10, 11, /
> COc1ccc2c3c([nH]c2c1)[C@H](CO)N(C(=O)C1CCCC1)CC31CCN(Cc2cccc(F)c2)CC1
 : -15, /, -2, /, /, 8, 36, /
> N#CCCCn1c(O)c(N=NC(=O)C(O)c2ccccc2)c2ccccc21 (stereo unspecified)
 : 2, 17, 4, -12, 4, -1, 9, -1
> C[C@H]1CN([C@@H](C)CO)C(=O)c2cc(NS(=O)(=O)c3ccccc3)ccc2O[C@H]1CN(C)C(=O)Nc1ccc2c(c1)OCO2
 : 1, /, 22, 1, -1[16.7 µM], 15, -10, -2
> O=C(CSc1n[nH]c(-c2ccccc2O)n1)N1CCOCC1
 : 3, -26, -1, /, -2, 16, -5, /
> C[C@H]1CN([C@@H](C)CO)C(=O)c2cccc(NC(=O)Nc3ccccc3)c2O[C@H]1CN(C)Cc1ccc(Oc2ccccc2)cc1
 : 2, 4, -1, /, -2[16.7 µM], 12, -22, 4
> CC(=O)c1ccc(S(=O)(=O)N(C)CCCC(=O)N(C)Cc2ccccc2F)cc1
 : /, 14, 1, 6, 7, -8, 0, 1
> Brc1ccc(-c2csc(N/N=C/c3ccco3)n2)cc1
 : 16, 37, -1, -5, 1, -55, -90, 0

Other results.
Sequence of screens – PGC1a acetyl inh, PAX8 reporter, Casp6 inh, FN deposition inh, miR-122 sensor, LGR2 antag, EWS-Fli inh, Cneo AK release
> C=CCN(C(=O)CNC(=O)c1ccco1)C(C(=O)NC1CCCCC1)c1ccccc1F (stereo unspecified)
 : 6, /, /, -5, 8, /, /, 8
> COc1cc2[nH]c3c(=O)n4c(nc3c2cc1OC)SCCC4
 : -23, -14, -3, -20, 19, ?, -142, /
> O=C(Nc1ccccc1N1CCCC1)c1ccc(Br)o1
 : -2, /, /, -3, 1, -9, /, -13
> Cc1noc(C)c1S(=O)(=O)N(C)C[C@@H]1OCCCC[C@@H](C)Oc2ccc(NS(C)(=O)=O)cc2C(=O)N([C@H](C)CO)C[C@@H]1C
 : 11, /, 0, /, 8[16.7 µM], 4, -8, 0
> C[C@H]1CCCCO[C@@H](CN(C)C(=O)c2ccccc2)[C@@H](C)CN([C@@H](C)CO)C(=O)c2cc(NS(=O)(=O)c3cn(C)cn3)ccc2O1
 : 9, -10, 0, -6, 3[16.7 µM], -6, -2, 1
> CCOC(=O)/C=C/CN(C(=O)OC(C)(C)C)S(=O)(=O)N1CC=CC1
 : /, 4, 4, -10, -12, -2, 0, 0
> CN(CC(=O)Nc1cccc(S(=O)(=O)N2CCCC2)c1)Cc1ccccc1
 : -5, 13, 0, 1, 30, -2, 9, 0
> O=C1c2ccccc2-c2cc(Br)ccc2NC1O (stereo unspecified)
 : 6, 10, -7, -1, -6, -3, 3, 3
> COc1ccc(NC(=O)Nc2nnc([C@@H]3C[C@H](O)[C@@H](CO)O3)s2)cc1
 : 6, 14, -1, 3, 11, 3, -2, 0
> O=C(NCCC1CCCCN1S(=O)(=O)c1ccccc1)C(=O)NCC1CCCO1 (stereo unspecified)
 : /, -1, -2, 0, -2, -5, 21, 0
> O=C(CCNC(=O)c1ccccc1Cl)Nc1nc2ccc(F)cc2s1
 : 3, -121, 1, 3, 0, -54, -55, 0
> Cn1c(SCC(=O)NCc2ccccc2)nc2ccccc21
 : -4, -11, /, 7, -4, /, /, 3

Rows were taken by chance. About 2.5% of those tested had a hit in this group.
